# Screening results: PubChem, National Center for Advancing Translational Sciences (NCATS)
# Pol beta inh – DNA polymerase beta (human) inhibition; Pol beta primer extension/strand displacement, fluorescence kinetic; Potency, µM (doses to about 114 µM), for the others: top-dose activity change, negative = inhibition, actives largely listed as inhibitors; 340,000 tested, 1.3% active; AID 485314; further: on the % scale 0 is the no-effect control and ±100 the full control effect
#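 Pol beta (10 nM) was preincubated with compound for 15 min at room temperature. The reaction was then started with 50 nM substrate and read immediately and after a further 10 min at room temperature.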
# POLH inh – DNA polymerase eta (human) inhibition; Q9Y253; recombinant Pol eta, fluorescent DNA replication assay; Potency, µM (titrated, usually from 114 µM), without a hit: top-dose activity change, negative = inhibition, hits mostly inhibitors; 390,000 tested, 1.2% active; further: on the % scale 0 is the no-effect control and ±100 the full control effect
#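 Fluorescent replication assay: 50 nM final substrate added after a 15 min room-temperature compound preincubation with 10 nM enzyme. Signal taken at 0 min and again at 10 min.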
# Anesthetic bind – binds horse apoferritin like a general anesthetic; 350,000 tested, 0.074% active; P02791; apoferritin/1-aminoanthracene competitive binding, fluorescence; Potency, µM (titrated, usually from 77.5 µM), for the others: at the top dose activity change, negative = displacement, usual class: inhibitors; further: on the % scale 0 is the no-effect control and ±100 the full control effect; nearly all actives have a fitted effect of over 20% in size
# Target sequence (P02791 2-175 limits assumed): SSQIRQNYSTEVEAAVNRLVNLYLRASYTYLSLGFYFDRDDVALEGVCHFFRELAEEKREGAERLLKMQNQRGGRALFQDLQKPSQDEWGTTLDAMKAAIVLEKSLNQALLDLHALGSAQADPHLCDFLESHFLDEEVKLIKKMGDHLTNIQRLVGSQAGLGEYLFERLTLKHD
#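 Read-out: endpoint 1-AMA fluorescence, excitation 380 nm and emission 535 nm, after compounds sit 10 min at room temperature with 10 uM horse-spleen apoferritin in 50% saturated 1-AMA/PBS. Values come from four-parameter Hill fits.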
# BAZ2B inh – inhibitors of human BAZ2B bromodomain; AlphaScreen BAZ2B-H3K14Ac peptide displacement; Potency, µM (top dose mostly 114 µM), for inactives: top-dose activity change, negative = inhibition, usual class: inhibitors; 360,000 tested, 4.4% active; further: on the % scale 0 is the no-effect control and ±100 the full control effect; nearly all actives have a fitted effect of over 60% in size
#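 BAZ2B 50 nM plus b-H3(5-23)K14Ac 50 nM, PBS pH 7.4/0.01% Tween-20, 30 min RT; compound added (max 110 uM), 30 min RT; streptavidin donor/Ni-chelate acceptor beads 10 ug/mL final, 20 min dark; AlphaScreen read.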
# POLI inh – DNA polymerase iota (human) inhibition; AID 588590; Potency, µM (top dose mostly 115 µM), for the others: at the highest dose activity, negative = inhibition, usual class: inhibitors; 390,000 tested, 1% active; Pol iota fluorescent replication assay, 10 min; Q9UNA4
#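 Pol iota at 10 nM preincubated 15 min with compounds at room temperature; reaction started with fluorescent substrate, 50 nM final. Fluorescence read kinetically at 0 and 10 min; buffer-only wells as negative control.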
# BLM helicase inh – inhibitors of human Bloom syndrome helicase BLM; recombinant BLM DNA unwinding, fluorescence dequenching; Potency, µM (titrated, usually from 56.1 µM), for the others: at the highest dose activity change, negative = inhibition, most hits filed as inhibitors; 350,000 tested, 0.2% active; AID 2528;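 further: plate controls were vehicle for no effect and no enzyme for full effect; nearly all actives have a fitted effect of over 35% in size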
# POLK inh – DNA polymerase kappa (human) inhibition; Q9UBT6; purified Pol kappa, fluorescent DNA synthesis assay, 10 min; Potency, µM (titrated, usually from 107 µM), inactives show at the highest dose activity, negative = inhibition, hits mostly inhibitors; 400,000 tested, 0.53% active; further: on the % scale 0 is the no-effect control and ±100 the full control effect
# Target sequence (Q9UBT6 whole entry, looked up): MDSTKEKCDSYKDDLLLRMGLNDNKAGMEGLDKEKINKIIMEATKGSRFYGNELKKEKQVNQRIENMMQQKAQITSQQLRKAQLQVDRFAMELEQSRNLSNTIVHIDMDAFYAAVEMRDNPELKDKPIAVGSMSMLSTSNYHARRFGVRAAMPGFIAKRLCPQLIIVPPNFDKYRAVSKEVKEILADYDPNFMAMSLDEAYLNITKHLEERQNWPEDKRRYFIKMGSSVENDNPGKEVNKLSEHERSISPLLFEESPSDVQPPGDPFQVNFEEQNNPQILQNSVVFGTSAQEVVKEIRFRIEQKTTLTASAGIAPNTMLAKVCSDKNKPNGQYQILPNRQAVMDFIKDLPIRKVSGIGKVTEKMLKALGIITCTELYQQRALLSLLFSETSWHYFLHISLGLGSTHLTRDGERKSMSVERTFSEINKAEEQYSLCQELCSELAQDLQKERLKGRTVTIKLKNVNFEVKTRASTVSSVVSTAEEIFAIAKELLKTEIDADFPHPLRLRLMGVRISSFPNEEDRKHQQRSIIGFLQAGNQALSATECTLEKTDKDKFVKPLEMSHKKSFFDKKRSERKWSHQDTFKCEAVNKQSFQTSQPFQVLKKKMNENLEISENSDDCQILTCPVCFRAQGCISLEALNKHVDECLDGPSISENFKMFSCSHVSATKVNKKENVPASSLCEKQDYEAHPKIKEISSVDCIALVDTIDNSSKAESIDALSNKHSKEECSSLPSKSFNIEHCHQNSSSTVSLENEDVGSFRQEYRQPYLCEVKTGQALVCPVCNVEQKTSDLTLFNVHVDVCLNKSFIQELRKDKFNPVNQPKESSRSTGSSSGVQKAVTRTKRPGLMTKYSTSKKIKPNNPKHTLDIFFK
#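 Fluorescent qHTS in 1536-well format: enzyme (10 nM) and compound sat 15 min at room temperature before 50 nM substrate (final) was added. Signal taken at 0 and 10 min; no-enzyme buffer wells were negative controls.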
# APEX1 inh – inhibitors of human APE1 endonuclease; P27695; 350,000 tested, 0.35% active; AID 2517; recombinant APE1, TAMRA/BHQ-2 abasic DNA cleavage fluorescence; Potency, µM (series often up to 65.8 µM), for the others: top-dose activity change, negative = inhibition, hits mostly inhibitors;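 further: plate controls were vehicle for no effect and reference inhibitor for full effect; nearly all actives have a fitted effect of over 55% in size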
#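 Measures dequenching upon AP-site incision of a 5'-TAMRA/3'-BHQ-2 THF-containing duplex, 50 nM; human APE1 0.75 nM after 15 min room-temperature exposure to compound; kinetic three-point read at one-minute spacing.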
# G9a inh – blocks human histone lysine methyltransferase G9a; Q96KQ7; G9a H3K9 monomethylation, AlphaScreen, 2 h; Potency, µM (doses to about 102 µM), inactives show at the top dose activity, negative = inhibition, usual class: inhibitors; 350,000 tested, 8.8% active; AID 504332; further: on the % scale 0 is the no-effect control and ±100 the full control effect; nearly all actives have a fitted effect of over 75% in size
#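 AlphaScreen read-out: biotin-H3K9 peptide (500 nM) methylation by 20 nM enzyme with 20 uM SAM, 2 h at room temperature after 15 min compound preincubation; anti-monomethyl H3K9 antibody plus donor/acceptor beads, 10 min dark.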
# An asterisk follows results filed as active; ? = inconclusive; . = not tested or not shown; [ ] = remark or other dose. The call rests on the fitted dose curve; in most records, active means well fitted curve in the direction sought with a large enough effect; inconclusive means small, poorly fitted or top-dose-only effect, or another doubt; inactive means no such curve, though single readings can be large; an effect the other way counts as inactive or inconclusive. Potency means the concentration at half of the fitted maximal effect. This is a subset; the hit share may differ from the screen's.
1) O=C(NCc1ccc(Cl)cc1)c1cc2c(s1)-c1ccccc1SC2
2) CCOc1ccc(N/C(=N/c2nc(C)cc(C)n2)NC(C)=O)cc1
3) CCN(C[C@H]1N[C@@](CC)(C(=O)OC)[C@H]2C(=O)N(C)C(=O)[C@@H]12)C(=O)Nc1ccccc1
4) Cc1csc(SCC(=O)Nc2sccc2C(N)=O)n1
5) CCN(CC)S(=O)(=O)c1cc(NC(=O)CN2C(=O)NC(C)(c3ccccc3)C2=O)ccc1C (stereo unspecified)
6) COc1ccc(CNC(=O)CN(Cc2ccccc2F)C(=O)c2csnn2)cc1
7) CCc1ccc(C(=O)/C=C/c2ccc([N+](=O)[O-])o2)cc1
8) CNC(=O)c1ccccc1Nc1ccc(SC(F)F)cc1
Screen / compound no.,1,2,3,4,5,6,7,8
Anesthetic bind,52%[activator],4%,.,-9%,?,-1%,?,-12%
POLI inh,14%,55%[activator],?,28%,-27%,-13%,?,5%
POLK inh,-23%,7%,9%,-11%,-2%,-7%,-20%,-16%
Pol beta inh,0%,-24%,.,8%,-1%,26%,?,?
BLM helicase inh,-10%,0%,.,-3%,-7%,-2%,-5%,1%
APEX1 inh,.,-1%,26%,0%,67%[activator],-11%,3%,-13%
POLH inh,.,-11%,-7%,-3%,-15%,5%,?,-11%
BAZ2B inh,7%,-25%,.,.,14%,4%,?,14%
G9a inh,7%[59 µM],43%[12.7 µM],.,-5%,-9%,52%,32µM*,.

9) CCOCCCN(C)C1CCN(C(=O)c2oc3ccccc3c2NC(=O)c2cccc([N+](=O)[O-])c2)CC1
10) COCC(=O)NC1CCCCCC1
11) COc1cc(S(=O)(=O)NC2CC(C)(C)NC(C)(C)C2)c(OC)cc1Cl
12) COC(=O)C(CCSC)NC(=O)c1cccc([N+](=O)[O-])c1 (stereo unspecified)
13) CCc1ccccc1N1C(=O)c2ccccc2S1(=O)=O
14) O=C(CSc1nc2ccccc2c(=O)[nH]1)Nc1ccccc1O
15) COc1cccc(/C=N/n2cncn2)c1OCC#N
16) COc1ccc(C(C)=O)cc1Cn1c(=O)cc(C)[nH]c1=O
Screen / compound no.,9,10,11,12,13,14,15,16
Anesthetic bind,-9%,2%,-7%,-11%,-11%,-7%,2%,-4%
POLI inh,13%,4%[58.9 µM],7%,-13%[58.9 µM],2%,44%[activator],-16%,16%
POLK inh,-5%,-14%,1%,-9%,-3%,-16%,-9%,-5%
Pol beta inh,2%,-1%,15%,15%,41%,13%,11%,43%
BLM helicase inh,7%,-1%,-4%,-1%,-17%,-1%,1%,3%
APEX1 inh,-5%,-1%,16%,-2%,13%,-7%,6%,18%
POLH inh,8%,-8%,-9%,-8%,-18%,9%,-3%,-21%
BAZ2B inh,-17%,-2%,-4%,1%,10%,-6%,11%,0%
G9a inh,.,-23%,27%[59 µM],9%[12.7 µM],?,7%,22%[59 µM],6%

17) CCOc1cc(C(=O)N2CCN(c3ccc(C(C)=O)cc3)CC2)cc(OCC)c1OCC
18) CCOC(=O)N1CCN(C(=O)COc2cccc3c2CCN(CC)C3=O)CC1
19) COc1ccccc1-n1c(SCC(=O)N2CCCC2)nnc1-c1ccccc1
20) CC(OC(=O)CN1C(=O)NC2(CCCC2)C1=O)C(=O)c1ccccc1 (stereo unspecified)
21) CC(C)[C@H](NC(=O)NC1CCCC1)C(=O)O
22) CC(C)Oc1ccc(C(=O)Nc2ccccc2N2CCCC2)cc1
23) COCCCNC(=O)CSc1nc2cc3c(cc2c(=O)n1CCCC(=O)NCc1ccc2c(c1)OCO2)OCO3
24) CCC(CC)C(=O)Nc1ccc([N+](=O)[O-])cn1
Screen / compound no.,17,18,19,20,21,22,23,24
Anesthetic bind,-15%,-5%,4%,.,-5%,-18%,6%,-12%
POLI inh,-9%,92%[activator],?,26%,5%,?,1%,10%
POLK inh,1%,-8%,-17%,-5%,-2%,0%,-6%[60.1 µM],-8%
Pol beta inh,-12%,21%,-10%,.,-9%,1%,2%,3%
BLM helicase inh,-2%,-5%,-9%,.,2%,-2%,-2%,0%
APEX1 inh,1%,10%,-4%,1%,-2%,-6%,.,2%
POLH inh,-12%,7%,3%,-13%,3%,-8%,13%,-5%
BAZ2B inh,-26%,-14%,0%,-1%,8%,?,3%,-7%
G9a inh,-9%[12.7 µM],-20%,2%[12.7 µM],-21%,-10%[59 µM],45µM*,-4%[59 µM],13%[59 µM]

# In another format: 2 of the compounds above
cpd	compound	Anesthetic bind	POLI inh	POLK inh	Pol beta inh	BLM helicase inh	APEX1 inh	POLH inh	BAZ2B inh	G9a inh
9	CCOCCCN(C)C1CCN(C(=O)c2oc3ccccc3c2NC(=O)c2cccc([N+](=O)[O-])c2)CC1	-9%	13%	-5%	2%	7%	-5%	8%	-17%	.
1	O=C(NCc1ccc(Cl)cc1)c1cc2c(s1)-c1ccccc1SC2	52%[activator]	14%	-23%	0%	-10%	.	.	7%	7%[59 µM]

# The results go on.
25) CCCCn1c(N)c(N(Cc2ccccc2OC)C(=O)COc2ccccc2C#N)c(=O)[nH]c1=O
26) O=C(CS(=O)(=O)c1ccc(F)cc1)N1CCN(c2ccccc2)CC1
27) O=C(COc1ccccc1[N+](=O)[O-])N(Cc1cccc(Br)c1)C1CCS(=O)(=O)C1 (stereo unspecified)
28) COc1cccc(NC(=O)c2cccnn2)c1
29) COc1ccccc1CC(=O)N(Cc1ccccc1)c1ccc(C)cc1
30) O=C(NCc1nc(-c2ccc(Cl)cc2)no1)c1ccc2c(c1)OCO2
31) COc1cccc(CN(C)C(=O)c2ccc(NC(=O)CC3SC(N4CCCC4)=NC3=O)cc2)c1OC (stereo unspecified)
32) COc1ccc(-n2ncc(C(=O)Nc3cccc(C(F)(F)F)c3)c2C2CCN(C(=O)OC(C)(C)C)CC2)cc1
Screen / compound no.,25,26,27,28,29,30,31,32
Anesthetic bind,5%,.,-16%,4%,4%,-12%,.,-7%
POLI inh,34%[activator],20%,17%,18%,20%,44%[activator],31%[activator],31%[activator]
POLK inh,-7%,-14%,-14%,19%,-18%,-7%,-6%,-4%
Pol beta inh,-2%,.,2%,33%,12%,1%,.,27%
BLM helicase inh,-5%,.,-7%,-3%,-7%,-4%,.,3%
APEX1 inh,14%,21%,-6%,-1%,-11%,16%,26%,.
POLH inh,0%,-22%,2%,-8%,-18%,-9%,-4%,-5%
BAZ2B inh,2%,4%,-26%,-3%,16%,4%,1%,11%[57.1 µM]
G9a inh,.,?,.,-8%[2.33 µM],.,18%,-4%,?

# Single records, as listed above:
# O=C(COc1ccccc1[N+](=O)[O-])N(Cc1cccc(Br)c1)C1CCS(=O)(=O)C1 (stereo unspecified) is listed as Anesthetic bind = -16%; POLI inh = 17%; POLK inh = -14%; Pol beta inh = 2%; BLM helicase inh = -7%; APEX1 inh = -6%; POLH inh = 2%; BAZ2B inh = -26%; G9a inh = .
# COc1ccccc1CC(=O)N(Cc1ccccc1)c1ccc(C)cc1 is listed as Anesthetic bind = 4%; POLI inh = 20%; POLK inh = -18%; Pol beta inh = 12%; BLM helicase inh = -7%; APEX1 inh = -11%; POLH inh = -18%; BAZ2B inh = 16%; G9a inh = .

# More entries:
33) COc1ccc(Nc2ncc(C(=O)Nc3cc(C)ccc3OC)c3ccccc23)cc1
34) COCCOc1ccc(C(F)(F)F)cc1Nc1nc2ccccc2o1
35) Cc1ccc(/C=N/NC(=O)c2nnn(-c3nonc3N)c2C)o1
36) Cc1cc(C)cc(NC(=O)CC2Oc3ccc(C)cc3NC2=O)c1 (stereo unspecified)
37) CSc1ccccc1NS(=O)(=O)c1ccc2c(c1)OCCO2
38) Cc1ccc(CC2CC(=O)N(c3nc4ccccc4s3)C2=O)cc1 (stereo unspecified)
39) Cc1[nH]c(=O)[nH]c(=O)c1S(=O)(=O)N1CCC(C(=O)N2CCN(c3cccc(C(F)(F)F)c3)CC2)CC1
40) CCOc1ccccc1N(C)C(=O)C1CCCN(c2ncnc3c2nc2n3CCCCC2)C1 (stereo unspecified)
Screen / compound no.,33,34,35,36,37,38,39,40
Anesthetic bind,234%[activator],-11%,-6%,3%,-9%,-23%,75%[activator],-7%
POLI inh,0%,-3%,29%,-18%,2%[58.9 µM],16%,2%,9%
POLK inh,-9%,-13%,2%,-19%,-8%,-7%,8%,0%
Pol beta inh,-24%,?,31%,45%,3%,?,18%,17%
BLM helicase inh,-11%,-9%,-1%,-1%,1%,3%,-1%,1%
APEX1 inh,.,-3%,20%,4%,1%,3%,17%,.
POLH inh,-16%,-26%,-23%,-4%,-6%,-8%,-14%,4%
BAZ2B inh,-2%,13%,-12%,-19%,2%,-14%,-10%,3%
G9a inh,0%[59 µM],?,?,?,-3%[59 µM],-19%,18%,-2%[59 µM]

41) Cn1c(SCC(=O)NNC(=O)Cc2ccccc2)nnc1-c1ccccc1
42) COc1cc(C(=O)NCCOc2ccccc2C)cc(OC)c1OC
43) O=C(COc1ccccc1Cl)NNC(=O)c1cc(S(=O)(=O)N2CCOCC2)ccc1N1CCCC1
44) O=C(NCCCO)c1ccc2[nH]c3ccccc3c2c1
45) Cc1cccc(NC(=O)CS(=O)(=O)Cc2ccccc2)n1
46) COc1ccc(-c2noc(CN(C(=O)c3ccc4c(c3)OCO4)C(C)C)n2)cc1
Screen / compound no.,41,42,43,44,45,46
Anesthetic bind,-1%,11%,-18%,-14%,-16%,3%
POLI inh,9%,3%,20%,22%,1%,8%
POLK inh,-10%,-7%,1%,-2%,4%,-19%
Pol beta inh,3%,1%,38%,-1%,2%,2%
BLM helicase inh,3%,-4%,-5%,-8%,-4%,-6%
APEX1 inh,2%,43%,-10%,-2%,1%,0%
POLH inh,-5%,-2%,-10%,-13%,-14%,2%
BAZ2B inh,9%,-1%,-22%,-2%,-18%,7%
G9a inh,-2%[59 µM],31%[activator],27%,6%,-31%[59 µM],20%
